Assay outcomes as filed in PubChem.
Rhodamine autofl: rhodamine region autofluorescence. Rhodamine-region fluorescence, 547/598 nm, Tris buffer; stronger effect = higher value. max dye-equivalent concentration, M. hit rate 0.05% among 59,000. AID 594; in the data active = max dye-equivalent concentration above about 11 nM; inconclusive = between about 1.1 nM and that limit
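Read-out is relative fluorescence at 547 nm excitation and 598 nm emission, expressed as dye-equivalent concentration using rhodamine standards on every plate. Each compound was profiled across a concentration series after 15 min in 100 mM Tris, pH 8.0.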
DNA Pol III inh: DNA polymerase III holoenzyme inhibition; AID 603; Potency, µM (titrated, usually from 57.1 µM), for the others: top-dose activity change, negative = inhibition; hit rate 0.25% among 71,000; reconstituted DNA polymerase III holoenzyme replication, biochemical; note: potency is the fitted concentration of half-maximal effect; % is set by controls: 0 for no effect and ±100 for the full control effect
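Reconstituted *E. coli* holoenzyme (0.35 nM Pol III, 1 nM beta, 154 nM SSB, 2 nM primase) was preincubated with compound for 15 min at RT. Synthesis on 1.4 nM ssM13Gori ran 35 min, then was stopped with PicoGreen/EDTA and read as dsDNA fluorescence.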
Caspase-1 inhib: blocks human caspase-1 allosterically or competitively | P29466 | Potency, µM (highest dose often 57.5 µM), for the others: top-dose activity change, negative = inhibition, hits mostly inhibitors | AID 900 | Caspase-1 enzyme, Ac-WEHD-AFC fluorogenic rate | hit rate 0.03% among 75,000;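 note: potency is the fitted concentration of half-maximal effect; plate controls were vehicle for no effect and no substrate for full effect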
HADH2 inhib: inhibitors of human HADH2 dehydrogenase; hit rate 3.4% among 73,000; Potency, µM (series often up to 57.1 µM), for the others: at the highest dose activity change, negative = inhibition, usual class: inhibitors; Q99714; recombinant HADH2, NADH fluorescence, beta-hydroxybutyryl-CoA; AID 886; note: potency is the fitted concentration of half-maximal effect; % is set by controls: 0 for no effect and ±100 for the full control effect; nearly all actives have a fitted effect of over 60% in size; many of its hits are not listed in these tables
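Activity measured as NADH fluorescence gain (360/450 nm), taken as the change between first and last reads of a 4-min kinetic run. Conditions: pH 9.0 Tris buffer, 20 nM E. coli-expressed His-tagged enzyme, 1 mM NAD+, 90 uM beta-hydroxybutyryl-CoA; 15-min compound preincubation.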
HEK293 cAMP ctrl: raises cAMP in parental HEK293 cells, TSHR agonist counter-screen. parental HEK293 CNG cAMP sensor, membrane potential fluorescence. Potency, µM (doses to about 57.1 µM), for the others: at the highest dose activation, usual class: activators. hit rate 2.5% among 73,000. AID 938; note: potency is the fitted concentration of half-maximal effect; % of control where 0% means no effect; nearly all actives have a fitted effect of over 55% in size
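Parental HEK 293 cells stably expressing a cAMP-gated CNG channel were loaded with membrane potential dye containing 100 uM RO 20-1724 for 60 min. Compound added for 30 min; depolarization read as fluorescence intensity at 590 nm.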
Tau fil binding: tau filament binding. hit rate 2% among 71,000. AID 596. P10636. Potency, µM (highest dose often 57.1 µM), for inactives: at the top dose activity change, negative = inhibition. recombinant tau filaments, thioflavin S fluorescence, 15 h; filaments grown with octadecylsulfate alongside compound;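 note: potency is the fitted concentration of half-maximal effect; % is set by controls: 0 for no effect and ±100 for the full control effect; actives lower thioflavin S fluorescence by blocking filaments or displacing dye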
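Recombinant tau protein (human, 1 uM final) plus 30 uM ODS in HEPES pH 7.4 with NaCl, DTT and thioflavine S. Compound present from the start; fluorescence at 510 nm after 15 h, 37 C.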
USP2a inhib: inhibitors of human ubiquitin-specific protease USP2a. O75604. USP2a enzymatic assay, qHTS inhibition. Potency, µM (titrated, usually from 38.3 µM), without a hit: at the top dose activity change, negative = inhibition, most hits filed as inhibitors. hit rate 0.1% among 60,000. AID 927;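 note: potency is the fitted concentration of half-maximal effect; nearly all actives have a fitted effect of over 60% in size; plate controls were DMSO for no effect and NEM full inhibition control for full effect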
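USP2 core (20 nM final) was preincubated with compound for 30 min at RT in 20 mM Tris-HCl pH 8.0, 2 mM CaCl2, 2 mM beta-mercaptoethanol; Ub-PLA2 (20 nM) plus NBD C6-HPC (20 uM) then added, fluorescence read after 2.5 h.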
BRCT PPI green: inhibitors of human BRCA1 BRCT-phosphoprotein interaction (green fluorophore) | P38398 | BRCA1 BRCT-phosphopeptide binding, green fluorescence polarization | Potency, µM (series often up to 76.9 µM), for the others: top-dose activity change, negative = inhibition, most hits filed as inhibitors | hit rate 0.05% among 75,000 | AID 875;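 note: potency is the fitted concentration of half-maximal effect; plate controls were peptide without protein for full effect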
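Fluorescence polarization: His-tagged BRCT (~35 kDa BRCA1 C-terminus, 250 nM) bound to 100 nM fluorescein-labeled phosphorylated 10-aa BACH1 peptide, pH 7.3 phosphate buffer with DTT and Tween 20. Compounds incubated 12 min at room temperature; inhibition read as lowered polarization.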
BRCT inh red: inhibitors of human BRCA1 BRCT-phosphoprotein interaction (red fluorophore); BRCT-phosphopeptide binding, red fluorescence polarization; P38398; Potency, µM (series often up to 76.9 µM), inactives show at the top dose activity change, negative = inhibition, actives largely listed as inhibitors; hit rate 0.03% among 75,000; note: % is set by controls: 0 for no effect and ±100 for the full control effect
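Rhodamine-labelled pBACH1 10-mer (100 nM) bound to BRCT domain (100 nM) at pH 7.3; compounds incubated 12 min room temperature, polarization read. Free peptide defines full inhibition; unlabelled decapeptide titrated as control.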
15-hLO inh: inhibitors of human 15-lipoxygenase (ALOX15); purified 15hLO-1, xylenol orange hydroperoxide absorbance; Potency, µM (doses to about 57.1 µM), without a hit: at the top dose activity change, negative = inhibition, actives largely listed as inhibitors; hit rate 1.4% among 74,000; P16050; AID 887; note: potency is the fitted concentration of half-maximal effect; % is set by controls: 0 for no effect and ±100 for the full control effect; nearly all actives have a fitted effect of over 55% in size
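40 nM 15hLO-1 + cpd, 15 min RT; start w/ 50 uM AA (final), 6 min RT; stop/detect w/ 200 uM XO + 300 uM Fe(II) in 50 mM H2SO4, 30 min; A573/A405. Buffer 25 mM Hepes pH 7.5, 0.01% Triton X-100. No-enzyme wells as negative control.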
Caspase-7 inhib: caspase-7 (human) inhibition, allosteric or competitive. P55210. recombinant caspase-7, Ac-DEVD-AFC fluorescence rate. AID 889. hit rate 0.02% among 75,000. Potency, µM (doses to about 57.5 µM), without a hit: at the top dose activity change, negative = inhibition, most hits filed as inhibitors; active = well fitted inhibition curve with a large enough effect in the main read-out, with a control signal flat, not every such curve was filed as active; inconclusive = small, poorly fitted or top-dose-only effect, or a change in a side signal; note: potency is the fitted concentration of half-maximal effect; % of control where 0% means no effect
* marks the source's active call; other numbers are inactive results; i = inactive; ? = inconclusive; · = not tested or not shown; [ ] = another dose, or the depositor's remark. Unless noted, calls come from the whole dose curve; as a rule, active = well fitted curve in the direction sought with a large enough effect; inconclusive = small, poorly fitted or top-dose-only effect, or another doubt; inactive = no such curve, though single readings can be large; an effect the other way counts as inactive or inconclusive. Not all compounds are listed; the hit share may differ from the screen's.

SMILES	Rhodamine autofl	DNA Pol III inh	Caspase-1 inhib	HADH2 inhib	HEK293 cAMP ctrl	Tau fil binding	USP2a inhib	BRCT PPI green	BRCT inh red	15-hLO inh	Caspase-7 inhib
Cn1c(=O)c2c(nc(NCCNc3nc4c(c(=O)n(C)c(=O)n4C)n3C)n2C)n(C)c1=O	i	-8%[11.4 µM]	-1%[11.5 µM]	1%[11.4 µM]	0%[11.4 µM]	4%[11.4 µM]	·	-1.7%[15.4 µM]	-1.1%[15.4 µM]	5%[11.4 µM]	-2%[11.5 µM]
CC1(C)CC(C(CC(=O)O)c2ccccc2)CCO1 (stereo not drawn)	i	-3%	-1%	-14%	-3%	-13%	1%	-3.4%	1.0%	7%	1%
O=C(c1cccc(COCC(F)(F)C(F)F)c1)N1CCN(c2ccccc2)CC1	i	-4%	-1%	10%	28%	-9%	-3%	-1.9%	-1.4%	0%	0%
O=C(OCc1cc2ccccc2[nH]c1=O)c1ccncc1	i	-7%	0%	1%	-3%	-10%	7%	1.2%	-1.8%	-4%	2%
NCCC(=O)O	·	-4%	0%	1%	1%	4%	·	-2.2%	-0.2%	-8%[25.6 µM]	0%
CC(=O)OCC(OC(C)=O)C(OC(C)=O)C(OC(C)=O)C(=O)Nc1ccc(C)cc1C (stereo not drawn)	i	-4%	0%	15%	6%	-9%	3%	-0.5%	0.8%	-5%	1%
O=C(Nc1scc(-c2ccccc2)c1C(=O)O)c1ccco1	i	8%	-2%	-9%	?	-6%	?	-0.3%	-0.8%	-1%	0%
CC(=O)Nc1cc(-c2nn(CC(=O)N3CCCCC3)c(=O)c3ccccc23)ccc1N1CCOCC1	i	-8%	-1%	10%	-2%	3%	9%	-1.5%	-0.1%	7%	0%
O=C(O)C(Cc1ccccc1)n1cccc1 (stereo not drawn)	i	-5%	-1%	-8%	7%	2%	-7%	-1.4%	1.0%	-8%	-2%
Cc1ccc2c(c1)nnn2C1CCN(C(=O)C2CCCCC2)CC1	i	-5%	-3%	3%	?	2%	·	1.0%	-0.9%	10%	1%
CC(N)C12CC3CC(C1)CC(C(C)N)(C3)C2 (stereo not drawn)	i	-12%	-7%	-4%	-4%	-9%	3%	-1.0%	-0.6%	5%	-5%
CCn1c(Cc2ccccc2)nnc1SCC(=O)OC(C)C	i	-5%	-1%	6%	14%	-8%	·	1.7%	-0.3%	7%	4%
CCOc1ccccc1NC(=O)N1CCCC1C(=O)Nc1ccc(-n2cnnn2)c(C)c1 (stereo not drawn)	i	-3%	2%	3%	-2%	-1%	30%	-1.2%	0.3%	1%	-1%
CC(C)Cn1c(=O)c(C2=NS(=O)(=O)c3ccccc3N2)c(O)c2ccccc21	·	3%	-1%	-1%	3%	12%	-8%	-2.2%	-1.0%	-6%	-3%
Cc1cccc(N2CCN(C(=O)Cn3ccc4ccccc4c3=O)CC2)c1C	i	-1%	1%	-5%	-1%	21%	16%	-2.4%	0.1%	-12%	-3%
CC1CCCCC1NC(=O)CN1CCC(O)(c2ccc(F)cc2)CC1 (stereo not drawn)	i	-2%	0%	-4%	9%	-12%	15%	-0.8%	0.8%	0%	2%
Cc1ccc(S(=O)(=O)C2(C(=O)Nc3cccnc3)CC2)cc1	·	-4%	0%	5%	2%	-4%	·	-2.6%	-0.3%	2%	-3%
COc1ccc(C)cc1S(=O)(=O)N1CCC(C(=O)N2CCOCC2)CC1	i	-2%	1%	1%	2%	-3%	6%	-1.9%	-0.7%	7%	-2%
O=C(NCc1ccccn1)c1c(O)c2c([nH]c1=O)CCCC2	i	-3%	0%	8%	8%	-3%	-2%	-1.0%	0.1%	9%	0%
CCn1c(SCC(=O)Nc2ccc3c(c2)OCO3)nc2c1c(=O)n(C)c(=O)n2C	i	1%	0%	4%	17%	2%	-6%	-1.9%	-0.4%	-1%	3%
CCCCN(C)C(=O)C1CCC(=O)N(c2cc(OC)c(OC)c(OC)c2)C1c1ccc(OC)cc1 (stereo not drawn)	i	-1%	-3%	0%	2%	11%	4%	-0.3%	0.7%	-3%	5%
OCCN1CCN(C(c2cccs2)c2ccc3cccnc3c2O)CC1 (stereo not drawn)	i	-6%	-2%	3.2µM*	7%	6.3µM*	30%	-1.7%	-0.5%	4µM*	-6%
CC1=C(C(=O)O)N2C(=O)[C@@H](NC(=O)[C@@H](N)C3=CCC=CC3)[C@@H]2SC1	i	-8%	1%	?	0%	6%	-5%	0.6%	-1.0%	17%	-7%
Cc1nc(Nc2ccc3c(c2)OCCO3)c2oc3ccccc3c2n1	i	-2%	-2%	13%	9%	9%	18%	1.4%	0.4%	-26%	-1%
CCOc1c(Br)cc(CNc2ncn[nH]2)cc1OC	i	-3%	0%	-2%	1%	10%	-5%	1.1%	-1.0%	19%	-2%

Overlap with the part before: 3 compounds, then new ones.
SMILES	Rhodamine autofl	DNA Pol III inh	Caspase-1 inhib	HADH2 inhib	HEK293 cAMP ctrl	Tau fil binding	USP2a inhib	BRCT PPI green	BRCT inh red	15-hLO inh	Caspase-7 inhib
CC1=C(C(=O)O)N2C(=O)[C@@H](NC(=O)[C@@H](N)C3=CCC=CC3)[C@@H]2SC1	i	-8%	1%	?	0%	6%	-5%	0.6%	-1.0%	17%	-7%
Cc1nc(Nc2ccc3c(c2)OCCO3)c2oc3ccccc3c2n1	i	-2%	-2%	13%	9%	9%	18%	1.4%	0.4%	-26%	-1%
CCOc1c(Br)cc(CNc2ncn[nH]2)cc1OC	i	-3%	0%	-2%	1%	10%	-5%	1.1%	-1.0%	19%	-2%
c1coc(CNc2nc3sc4c(c3c3ncnn23)CCCC4)c1	i	0%	-4%	9%	-3%	26%	30%[activator]	-4.5%	-0.1%	-13%	-2%
COc1ccc(C2C(C(=O)c3ccco3)=C(O)C(=O)N2CCc2ccccc2)cc1OC (stereo not drawn)	i	0%	-3%	-2%	-8%	-16%	-12%	-2.9%	-0.5%	-48%	-4%
Cn1nc(C(=O)NCCN2CCOCC2)c2ccccc2c1=O	i	-5%	-2%	-29%	5%	4%	-2%	-1.0%	0.1%	1%	1%
CC(=O)Nc1ccc(C(=O)NC2CCCC2)cc1	i	-1%	1%	2%	4%	1%	0%	0.2%	0.7%	6%	1%
COc1ccc(S(=O)(=O)N2CCC(C(=O)c3ccc4c(c3)OCCO4)CC2)cc1	i	-1%	-2%	9%	23%	7%	18%	-2.0%	0.0%	-5%	0%
COc1ccc(N2CCN(C(CNC(=O)C3CCCCC3)c3cccnc3)CC2)cc1 (stereo not drawn)	i	-4%	1%	1%	16%	0%	-1%	-1.7%	0.8%	8%	0%
COCCNC(=O)COc1ccccc1Cl	·	0%	-3%	14%	5%	9%	-7%	-2.1%	0.1%	-16%	1%
COc1ccc(-c2noc(CCC(=O)NCCN(C)Cc3ccccc3)n2)cc1	i	-3%	-1%	2%	?	-18%	11%	-0.7%	0.0%	2%	-1%
CCCN(c1nc(C)cc(OC)n1)S(=O)(=O)c1ccccc1	i	-8%	-1%	-6%	27%	2%	-12%	-0.4%	0.2%	-6%	-2%
CCn1c(C(=O)N2CCC(C(=O)NCc3ccc4c(c3)OCO4)CC2)cc2sccc21	·	0%	-2%	-4%	23%	20%	·	-2.8%	-0.2%	-10%	-1%
CCn1c(CSc2nnc(-c3ccc4c(c3)OCO4)o2)nc2cc(S(=O)(=O)N(C)C)ccc21	i	-4%	-9%	0%	29%	-10%	29%	12%	-0.8%	-7%	1%[0.00368 µM]
O=C1c2cccc([N+](=O)[O-])c2C(=O)N1c1ncn[nH]1	i	-12%[11.4 µM]	-1%[11.5 µM]	5%[11.4 µM]	0%[11.4 µM]	6%[11.4 µM]	·	-1.3%[15.4 µM]	0.4%[15.4 µM]	12%[11.4 µM]	0%[11.5 µM]
COc1cccc(C(=O)Nc2ccc(-c3nc4ccccc4o3)c(O)c2)c1	·	2%	-11%	4µM*	-1%	250%	-3%	3.5%	1.6%	-10%	-8%
Nc1c(C(=O)NCc2ccco2)nnn1-c1ccccc1	i	-2%	-3%	2%	7%	-1%	2%	0.1%	-1.1%	4%	1%
